Source: PubChem
TSHR antag: human thyrotropin receptor antagonism; P16473; TSHR-expressing cells, TSH-stimulated cAMP HTRF, 2 h; stronger effect = lower value; activity change, negative = inhibition, % at 11.5 µM; 330,000 tested, 0.2% active; AID 504810;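 active = activity change below a set negative limit, meaning inhibition stronger than a set level, cut at about -70% in these data; inconclusive = activity change between two set negative limits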; also: % is scaled to controls: 0 for no effect and ±100 for the full control effect
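Freshly harvested TSHR cells receive pin-tooled compound, then EC80 TSH at 4nM final. After 2 hours at 37 deg C, antibody in lysis buffer and cAMP-d2 are added; 30 minutes at ambient temperature precede the HTRF read.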
ELG1 DNA repair: ELG1-dependent DNA repair inhibition | HEK293T ELG1-luciferase reporter, luminescence, 16 h; DNA damage induced by 5-fluorouridine | Potency, µM (series often up to 46.1 µM), for the others: top-dose activity change, negative = inhibition, hits mostly inhibitors | 330,000 tested, 2.3% active; also: potency is read from the fitted curve at half-maximal effect; % is scaled to controls: 0 for no effect and ±100 for the full control effect; nearly all actives have a fitted effect of over 55% in size
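In this reporter screen, reduction of luminescence relative to DMSO vehicle indicated activity. Compounds and 5-fluorouridine were added together to 2,000 cells per well, incubated for 16 hr at 37 °C, then developed with ONE-Glo.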
A-T KAP1 phos: potential ataxia-telangiectasia treatments restoring KAP-1 phosphorylation | AID 485349 | […] A-T fibroblasts, KAP-1 phosphorylation AlphaLISA; neocarzinostatin DNA damage 30 min before lysis | 320,000 tested, 0.19% active | Potency, µM (highest dose often 57.5 µM), inactives show at the highest dose activation, actives largely listed as activators; also: potency is read from the fitted curve at half-maximal effect; % of control where 0% means no effect; nearly all actives have a fitted effect of over 45% in size
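hTERT-immortalized A-T patient fibroblasts ([…]), 500 cells/well in OPTI-MEM, 1% FBS, got compounds for 60 min, then NCS for 30 min at 37C. Lysates were then assayed for phospho-KAP-1 by AlphaLISA (anti-pKAP1 donor, anti-KAP1 acceptor beads), 6 hr at 25C.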
Mito fusion act: inhibitors of mitochondrial division or activators of mitochondrial fusion; S. cerevisiae fusion-defective mutant growth rescue, CellTiterGlo 48 h; Potency, µM (highest dose often 46.1 µM), for the others: top-dose growth rescue (activation), hits mostly activators; 320,000 tested, 0.23% active; AID 485298;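 also: potency is read from the fitted curve at half-maximal effect; % of control where 0% means no effect; nearly all actives have a fitted effect of over 45% in size; temperature-sensitive fusion mutants such as fzo1-1 at 37 °C on non-fermentable ethanol glycerol medium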
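Growth-rescue viability read-out: after 48 h at the non-permissive 37C in glycerol/ethanol YPEG, yeast mitochondrial fusion mutants are measured by CellTiterGlo luminescence; compounds (23 nl pinned per well) restoring growth score as division inhibitors or fusion activators.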
Eya2 phos inh: Eya2 (human) phosphatase inhibition | O00167 | recombinant Eya2, OMFP fluorescence dephosphorylation (OMFP is methylfluorescein phosphate) | 330,000 tested, 0.006% active | Potency, µM (series often up to 76.9 µM), for inactives: top-dose activity, negative = inhibition, hits mostly inhibitors; also: potency is read from the fitted curve at half-maximal effect; % is scaled to controls: 0 for no effect and ±100 for the full control effect
Target sequence (O00167 whole entry, looked up): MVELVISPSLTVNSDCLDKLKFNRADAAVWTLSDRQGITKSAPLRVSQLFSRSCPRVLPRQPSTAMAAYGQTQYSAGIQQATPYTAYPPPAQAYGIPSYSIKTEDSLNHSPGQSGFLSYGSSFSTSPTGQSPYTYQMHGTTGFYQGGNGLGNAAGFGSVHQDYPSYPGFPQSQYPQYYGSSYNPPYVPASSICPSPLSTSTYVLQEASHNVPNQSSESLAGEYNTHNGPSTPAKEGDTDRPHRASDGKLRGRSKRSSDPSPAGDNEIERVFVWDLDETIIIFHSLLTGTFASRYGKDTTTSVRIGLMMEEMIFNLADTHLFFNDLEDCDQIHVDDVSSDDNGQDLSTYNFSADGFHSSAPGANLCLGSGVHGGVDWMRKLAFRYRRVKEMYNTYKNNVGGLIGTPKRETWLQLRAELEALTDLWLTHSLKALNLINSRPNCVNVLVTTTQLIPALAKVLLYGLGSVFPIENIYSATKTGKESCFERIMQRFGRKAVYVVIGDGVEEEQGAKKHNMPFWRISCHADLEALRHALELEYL
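Eya2 protein (added as 0.2 uM solution) was preincubated with compound for 10 min at ambient temperature in 50 mM HEPES pH 7.5, 50 mM NaCl, 5 uM MgCl2, 0.05% BSA, 1 mM DTT. OMFP (added at 50 uM) then reacted 10 min; fluorescence read at 485/525 nm.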
Chronic BCR inh: blocks chronic active B-cell receptor signaling; ABC-DLBCL IkBa-CBG/CBR reporter, luminescence ratio, 4 h; Potency, µM (series often up to 46.1 µM), for inactives: top-dose ratio change, negative = lower green/red ratio, usual class: inhibitors; 340,000 tested, 0.05% active; active = well fitted inhibition curve with a large enough effect in the signal ratio, with a control signal flat, not every such curve was filed as active; inconclusive = small, poorly fitted or top-dose-only effect, or effect the other way, or a change in a side signal; the % refers to the signal ratio;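 also: potency is read from the fitted curve at half-maximal effect; plate controls were basal doxycycline-induced cells for no effect and cells given 10 µM MG132 for full effect; MG132 reads +100%, hits lower the ratio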
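Doxycycline induced both beetle luciferases in TMD8 lymphoma cells; IKK-driven degradation limits the IkappaBalpha-fused green signal, while red luminescence normalises for cell number and nonspecific effects. Compounds tested up to 46 uM, 4 hrs.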
Tb PFK block: inhibitors of T. brucei phosphofructokinase | O15648 | T. brucei PFK, ADP-Glo luminescence | Potency, µM (doses to about 57.5 µM), inactives show top-dose activity, negative = inhibition, most hits filed as inhibitors | 330,000 tested, 0.17% active | AID 485367;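 also: potency is read from the fitted curve at half-maximal effect; 0% = uninhibited 1x PFK enzyme wells and -100% = no-enzyme wells; nearly all actives have a fitted effect of over 60% in size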
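In TEA buffer at pH 8.0 with 5 mM MgCl2, enzyme (1.25 nM) converted F6P (0.5 mM) and ATP (0.1 mM) for 45 min at room temperature. ADP product was read by luciferase luminescence.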
TSG101-PTAP inh: blocks PTAP/TSG101 interaction to inhibit HIV-1 budding; Q99816; 340,000 tested, under 10 active; Potency, µM (doses to about 115 µM), for the others: top-dose activity change, negative = inhibition, most hits filed as inhibitors; Fluorescence polarization, FITC-PTAP peptide / Tsg101 binding; active = well fitted inhibition curve with a large enough effect in the main read-out, with a control signal flat, not every such curve was filed as active; inconclusive = small, poorly fitted or top-dose-only effect, or effect the other way, or a change in a side signal; inactive = no such curve, though single readings can be large or run the other way; also: potency is read from the fitted curve at half-maximal effect; % of control where 0% means no effect
Target sequence (Q99816 whole entry, looked up): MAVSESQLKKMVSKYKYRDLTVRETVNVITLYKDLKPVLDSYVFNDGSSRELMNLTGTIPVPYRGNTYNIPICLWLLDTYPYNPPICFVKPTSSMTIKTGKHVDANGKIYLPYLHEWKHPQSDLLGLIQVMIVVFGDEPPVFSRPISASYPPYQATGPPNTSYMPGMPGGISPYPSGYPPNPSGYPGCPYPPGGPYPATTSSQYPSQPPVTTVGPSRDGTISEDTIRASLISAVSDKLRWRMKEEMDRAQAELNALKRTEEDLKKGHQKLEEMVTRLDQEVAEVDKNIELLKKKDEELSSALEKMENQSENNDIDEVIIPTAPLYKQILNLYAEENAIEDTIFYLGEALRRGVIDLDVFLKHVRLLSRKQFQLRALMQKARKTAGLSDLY
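Tsg101 binding domain (10 uM final) was mixed with compound and a FITC-labeled PTAP peptide (50 nM final) in HEPES pH 7.5 buffer with NaCl, Tween 20, EDTA and TCEP; fluorescence polarization was read after 20 min at r.t.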
TCR act: activates T cell receptor signaling; primary human leukocytes, anti-CD3, IL-2 HTRF, 48 h; Potency, µM (titrated, usually from 9.22 µM), inactives show at the highest dose activation of IL-2 secretion, hits mostly activators; 330,000 tested, under 10 active; also: % of control where 0% means no effect
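Activity was scored as IL-2 release from primary human leukocytes given only a TCR signal (a-CD3 beads) plus compound for 48 hr. Detection used a two-antibody HTRF format read at 665nm.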
a7 integrin act: activators of alpha7 integrin expression for muscular dystrophy; alpha7betagal myoblasts, beta-gal FDG fluorescence, 48 h; Potency, µM (titrated, usually from 38.3 µM), inactives show at the top dose activation, hits mostly activators; 350,000 tested, 0.064% active;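 also: potency is read from the fitted curve at half-maximal effect; 100% = response of the positive control SU9516; nearly all actives have a fitted effect of over 60% in size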
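alpha7betagal+/- myoblasts (passage 13, 250/well) treated 48 h at 37C with compounds at 1:260 dilution of DMSO stock. Lysed, then beta-galactosidase activity read as FDG fluorescence (ex 480/em 540) after 30 min, with pre-read for autofluorescence.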
S-ASM inh: blocks human secretory acid sphingomyelinase; P17405; placental ASM, HMU-PC fluorogenic substrate, 60 min; Potency, µM (titrated, usually from 57.5 µM), without a hit: at the top dose activity change, negative = inhibition, most hits filed as inhibitors; 340,000 tested, 0.006% active; AID 504937; also: potency is read from the fitted curve at half-maximal effect
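Human placenta-derived ASM enzyme was preincubated with compound for 10 minutes at room temperature, then given fluorogenic substrate HMU-PC0 (9 uM final) for 60 minutes at 37 °C; a pH 10 stop preceded fluorescence reading at Ex 386/Em 447 nm.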
* hit, by the source's call; ? = inconclusive; / = not tested or not shown; & = joins results of further samples; [ ] = remark or other dose. Unless noted, calls follow the shape of the dose curve; as a rule, active = well fitted curve in the direction sought with a large enough effect; inconclusive = small, poorly fitted or top-dose-only effect, or another doubt; inactive = no such curve, though single readings can be large; an effect the other way counts as inactive or inconclusive.

smiles | TSHR antag | ELG1 DNA repair | A-T KAP1 phos | Mito fusion act | Eya2 phos inh | Chronic BCR inh | Tb PFK block | TSG101-PTAP inh | TCR act | a7 integrin act | S-ASM inh
O=C(CN1CCc2cc3c(cc2C1)OCCCO3)Nc1ccc(S(=O)(=O)N2CCCC2)cc1 | -7 | ? | 9% | 0% | 4% | 2% | 2% | 0% | -2% | -33%[inhibitor] | -7%
Cc1ccc2c(c1)-c1nc3ccccc3cc1C2=NC1CCCCC1 | 12 | ? | 6% | -1% | 6% | 0% | 2% | -3% | 4%[46.1 µM] | -42% | -20%
N#C/C(=C\c1ccc(OCc2ccc(F)cc2)cc1)C(=O)Nc1cccc(C(=O)O)c1 | -17 | ? | 36% | -1% | 9% | ? | -5% | -7% | 8% | 15% | 1%
NC(=O)c1ccnc2c(O)cccc12 | -9&3 | 14% | -5%&-10% | -1%&4% | 5%&2% | ? | -9%&-7% | 0% | -6% | / | 6%
CCn1c(SCc2cc(=O)n3ccsc3n2)nc2ccccc21 | 12 | 28% | -4% | -1% | -17% | ? | -3% | -7% | 1% | 6% | 5%
COCCn1c(CCC(=O)O)nc2c1c(=O)[nH]c(=O)n2CC(C)C | -1 | 3% | 1% | 1% | -7% | -2% | -1% | -3% | -1% | 8% | 1%
O=C(Nc1ccc(N2CCN(C(=O)C3CC3)CC2)cc1)c1cccs1 | 11 | 1% | 2% | -5% | 3% | -3% | -3% | -2% | 1% | 12% | 0%
CCOc1ccc(OCC)c(NC(=O)CN2CCN(c3cc(C)ccc3C)CC2)c1 | -3 | ? | 2% | 8% | -12% | 12% | -22% | -3% | 4% | -35% | 0%

Limited to Mito fusion act, a7 integrin act and TSG101-PTAP inh (6 entries from above):
SMILES	Mito fusion act	a7 integrin act	TSG101-PTAP inh
O=C(CN1CCc2cc3c(cc2C1)OCCCO3)Nc1ccc(S(=O)(=O)N2CCCC2)cc1	0%	-33%[inhibitor]	0%
Cc1ccc2c(c1)-c1nc3ccccc3cc1C2=NC1CCCCC1	-1%	-42%	-3%
N#C/C(=C\c1ccc(OCc2ccc(F)cc2)cc1)C(=O)Nc1cccc(C(=O)O)c1	-1%	15%	-7%
NC(=O)c1ccnc2c(O)cccc12	-1%&4%	/	0%
CCn1c(SCc2cc(=O)n3ccsc3n2)nc2ccccc21	-1%	6%	-7%
COCCn1c(CCC(=O)O)nc2c1c(=O)[nH]c(=O)n2CC(C)C	1%	8%	-3%

Next part.
smiles | TSHR antag | ELG1 DNA repair | A-T KAP1 phos | Mito fusion act | Eya2 phos inh | Chronic BCR inh | Tb PFK block | TSG101-PTAP inh | TCR act | a7 integrin act | S-ASM inh
CCOC(=O)c1sc(NC(=O)CSC(=S)N2CCN(C)CC2)nc1C | -2 | -12% | 3% | -4% | 2% | ? | 0% | 0% | 5% | -28% | 1%
NNC(=O)c1ccc(Cn2cc(Br)cn2)o1 | -9 | 1% | -14% | 1% | -3% | ? | -8% | -6% | -2% | 21% | 4%
CCS(=O)(=O)N(CC(=O)Nc1cccc2ccccc12)c1ccc(OC)cc1 | 0 | ? | -7% | 3% | 0% | ? | -1% | 0% | 2% | -26% | -1%
CCCCN(C(=O)Nc1ccc(OCC)cc1)C1CCN(C(C)=O)CC1 | 6 | -4% | -9% | -17%&1% | -15% | ? | 1% | -7% | 4% | 0% | 5%
C#CCNC(=O)C1=C[C@H](c2coc3ccccc3c2=O)C[C@H](OCCCCO)O1 | 3 | -5% | 12% | 2% | -2% | ? | -5% | / | 2% | -34% | 30%[activator]
O=C(c1ccco1)N1CCN(CCOCCOc2cccc3ccccc23)CC1 | -2 | ? | 4% | 2% | ? | -8% | 4% | -3% | 1% | -29% | -1%
Cc1ccc(C(=O)SC2=NCCS2)cc1 | 8 | -1% | 5% | 2% | -1% | -1% | -7% | -5% | 1%[46.1 µM] | 7% | 5%
COc1ccc(S(=O)(=O)N(CCCN2CCOCC2)Cc2ccc(OC)c(OC)c2)cc1 | 0 | ? | / | -1% | 7% | -1% | 1% | -6% | 4% | -3% | 2%
O=S(=O)(Nc1cccc(S(=O)(=O)N2CCOCC2)c1)c1cccs1 | -4 | -5% | 25% | 2% | 14% | 1% | -18% | / | -4% | -36% | 3%
CCN(CC)c1ccc(/C=C2\C(=N)N3N=C(CC(=O)N4CCOCC4)SC3=NC2=O)cc1 | -7 | ? | -16% | -2% | 14% | -9% | -2% | ? | 2% | 13% | -7%
CCCc1nn(-c2cc(Cl)ccc2OC)c2c1C(=O)CC(C)(C)C2 | -8 | ? | 6% | 9% | 2% | ? | -3% | -3% | 4% | -10% | 2%
Cc1ccc(S(=O)(=O)Nc2cccc(C(=O)NCC3(N4CCCCC4)CCCCC3)c2)cc1F | 8 | 1% | -3% | -1% | 17% | 9% | -2% | 2% | -4% | 0% | 2%
Cc1ccccc1NC(=S)NC(C)C(c1cccs1)N1CCOCC1 (stereo not given) | 2 | 0% | -6% | -1% | -1% | -2% | -6% | 1% | -1% | -9% | 3%
O=c1[nH]c(=O)n(C2OC(CO)C(O)C2O)cc1Br (stereo not given) | 26 | -4% | -4% | 4% | -5% | 0% | 1% | -6% | 2% | -13% | 5%
CN1CCN(CCC(=O)N/N=C/c2ccccn2)CC1 | 21 | 1% | -7% | 1% | -2% | 0% | 1% | -3% | 4% | -19% | 5%
CCCC1(c2ccccc2)NC(=O)N(CC(=O)Nc2sc(-c3ccccc3)cc2C(=O)OCC)C1=O (stereo not given) | 16 | ? | 2% | 0% | -8% | ? | -3% | -3% | -31% | -53%[inhibitor] | 1%

Record cards (already shown). Order of values: TSHR antag, ELG1 DNA repair, A-T KAP1 phos, Mito fusion act, Eya2 phos inh, Chronic BCR inh, Tb PFK block, TSG101-PTAP inh, TCR act, a7 integrin act, S-ASM inh
CCN(CC)c1ccc(/C=C2\C(=N)N3N=C(CC(=O)N4CCOCC4)SC3=NC2=O)cc1 is listed as -7, ?, -16%, -2%, 14%, -9%, -2%, ?, 2%, 13%, -7%
CCCc1nn(-c2cc(Cl)ccc2OC)c2c1C(=O)CC(C)(C)C2 is listed as -8, ?, 6%, 9%, 2%, ?, -3%, -3%, 4%, -10%, 2%

More records follow:
smiles | TSHR antag | ELG1 DNA repair | A-T KAP1 phos | Mito fusion act | Eya2 phos inh | Chronic BCR inh | Tb PFK block | TSG101-PTAP inh | TCR act | a7 integrin act | S-ASM inh
CCC1(CC)NC(=O)N(CC(=O)OCC(=O)Nc2ccccc2OC(F)F)C1=O | 41 | ? | -4% | 1% | -8% | -1% | 0% | -1% | -5% | 1% | 2%
CCCc1cc(=O)[nH]c(SCC(=O)N(CC)C2CCS(=O)(=O)C2)n1 (stereo not given) | 5 | -11% | -2% | -2% | 12% | 1% | 2% | -1% | 4% | -6% | 0%
CCOc1cccc(OCCCCn2cnc3ccccc3c2=O)c1 | -8 | -8% | 8% | 0% | -25% | -14% | -1% | 0% | / | -3% | -3%
COc1cc(CN2CCCC(C(=O)c3ccc(SC)cc3)C2)cc(Cl)c1O (stereo not given) | 6 | -21% | -1% | -13% | -17% | -1% | -1% | 0% | 2% | ? | -1%
Clc1ccccc1Cc1noc(CN2CCCCC2c2ccccn2)n1 (stereo not given) | -13 | 10% | 0%[11.5 µM] | 4% | 2% | ? | 3% | 0% | 15% | 0% | 1%
CCN(Cc1nc(-c2ccccc2)no1)C(=O)c1ccco1 | -4 | 17% | -6% | -3% | -18% | 0% | 6% | -4% | 0% | 0% | -4%[11.5 µM]
O=C(Nc1ccc(N2CCN(C(=O)c3ccco3)CC2)cc1)c1ccccc1Br | -1 | -16% | -1% | -10% | 0% | ? | 2% | -1% | -6% | 22% | -3%
